# High-throughput results deposited in PubChem BioAssay by The Scripps Research Institute Molecular Screening Center.
# OX1R antag-1: antagonists of human orexin 1 receptor (OX1R); O43613; OX1R-expressing cells, FRET antagonist read-out; inhibition, % at 6.6 µM; 330,000 tested, 1.8% active; AID 485270; in the data active = inhibition mostly above about 38%, no sharp cut-off; inactive = mostly below about 40%;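 also: 0% = agonist challenge alone and 100% = reference antagonist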
# Target sequence (O43613 whole entry, looked up): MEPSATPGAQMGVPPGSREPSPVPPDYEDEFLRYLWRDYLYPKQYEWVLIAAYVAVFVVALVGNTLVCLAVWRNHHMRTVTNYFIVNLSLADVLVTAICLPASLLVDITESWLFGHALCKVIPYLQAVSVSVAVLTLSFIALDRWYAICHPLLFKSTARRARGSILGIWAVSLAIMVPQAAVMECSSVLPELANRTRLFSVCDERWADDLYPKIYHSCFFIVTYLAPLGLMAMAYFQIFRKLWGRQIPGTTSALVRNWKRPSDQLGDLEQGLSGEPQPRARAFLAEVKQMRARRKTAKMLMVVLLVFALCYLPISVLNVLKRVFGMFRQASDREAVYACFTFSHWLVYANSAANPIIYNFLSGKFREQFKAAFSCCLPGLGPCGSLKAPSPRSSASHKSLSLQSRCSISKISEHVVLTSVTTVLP
# OX1R antag-2: human HCRTR1 antagonism; O43613; AID 434989; inhibition, % at 5 µM; 330,000 tested, 0.43% active; CHO/OX1R cells, Fluo-8 calcium fluorescence, orexin A;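 active = inhibition above its plate's threshold, mean inhibition of all tested compounds on the plate plus 3 SD, cut at about 37% in these data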;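 also: 0% = orexin A challenge wells and 100% = SB-334867-A antagonist wells; not every result past the cut was called active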
# An asterisk follows results filed as active.
SMILES,OX1R antag-1,OX1R antag-2
CCOc1ccc(C(C)=O)cc1NC(=O)/C=C\C(=O)O,4,4
C[C@H]1CN=C(N(C)C)N1CCCCc1ccccc1,12,-5
CCOc1ccc(S(=O)(=O)N2CCN(C(=O)CN3C(=O)NC4(CCCC4)C3=O)CC2)cc1,14,-14
N=c1n(N)c2ccccc2n1CC(=O)c1ccc(Br)cc1,1,-40
CCOC(=O)c1c(NC(C)=O)sc2c(OCC(O)CN(CC)CC)c(Br)ccc12 (centres undefined),29,-33
CCOc1c2ccc(C(=O)N[C@H](C)C3CCCCC3)cc2nn1CC,13,-32
C/C(=N\NC(=S)Nc1ccc(C)c(C)c1)c1ccc(N2CCOCC2)cc1,11,-26
CC(=O)C1C(=O)C=C(c2ccco2)CC1c1ccccc1 (centres undefined),14,-20
COc1ccc(C(=O)OCC(=O)NC23CC4CC(CC(C4)C2)C3)c(OC)c1OC,3,-39
COC(=O)c1c(NC(=O)C2CC(=O)NN2Cc2ccccc2)sc(C)c1C (centres undefined),15,-38

# Rewritten as labelled records: four of the compounds above
CCOc1c2ccc(C(=O)N[C@H](C)C3CCCCC3)cc2nn1CC
- OX1R antag-1: 13
- OX1R antag-2: -32
C[C@H]1CN=C(N(C)C)N1CCCCc1ccccc1
- OX1R antag-1: 12
- OX1R antag-2: -5
N=c1n(N)c2ccccc2n1CC(=O)c1ccc(Br)cc1
- OX1R antag-1: 1
- OX1R antag-2: -40
CCOc1ccc(C(C)=O)cc1NC(=O)/C=C\C(=O)O
- OX1R antag-1: 4
- OX1R antag-2: 4

# More records follow:
SMILES,OX1R antag-1,OX1R antag-2
COc1cccc(/C=N/n2c(N)c(S(=O)(=O)c3cccs3)c3nc4ccccc4nc32)c1,14,-13
O=C(C1CCCO1)N1CCN(C(=S)Nc2ccc(Cl)cc2)CC1 (centres undefined),15,-6
COc1ccc(N(CC(=O)NC2CCCCCC2)S(=O)(=O)c2c(C)nn(C)c2C)cc1,20,-31
CCOC(=O)N1CCC(N(C(=O)Nc2ccc(CC)cc2)C(C)CC)CC1 (centres undefined),11,15
C=CCNC(=S)NN=C1CCC(c2ccccc2)CC1 (centres undefined),9,-13
COc1ccc(N(C(=O)CNC(=O)c2cccs2)C(C(=O)NCC2CCCO2)c2ccccc2)cc1 (centres undefined),8,-29
Cc1ccccc1NC(=S)N/N=C/C(C)c1ccccc1 (centres undefined),25,-20
CCN(CC(=O)Nc1ccccc1OC)C(=O)/C=C/c1cccs1,12,-4
Cc1ccc([N+](=O)[O-])cc1NC(=O)C(C)Sc1nnc(C)n1CC1CCCO1 (centres undefined),29,-20
COc1ccc(CCN2CC(C(=O)NC3CCCCC3)CC2=O)cc1OC (centres undefined),6,-1
O=C(CN1CCCCCC1)Nc1ccccc1,14,8
O=C(NCc1nc2ccccc2[nH]1)C1=C[C@H](C2CCCCC2)C[C@H](OCCCCO)O1,5,-29
CC1(C)CC(NC(=O)C(=O)NCCc2ccc(Cl)cc2)CC(C)(C)N1,-7,-22
Cc1cc(C)nc(/N=C(\N)Nc2ccc(S(=O)(=O)Nc3nc(C)cc(C)n3)cc2)n1,32,-15
COc1ccc(C2=NS(=O)(=O)N(C)C(C(=O)N(C)Cc3ccccc3)=C2)cc1,19,-22
Cc1ccc(C(C[N+](=O)[O-])c2c(C)[nH]n(-c3ccccc3)c2=O)cc1 (centres undefined),10,-21
O=C1SC(Cc2ccccc2)C(=O)N1c1ccccc1 (centres undefined),22,-21
O=C(NNc1nc2cc3c(cc2s1)OCO3)c1ccc(F)cc1,4,-10
CNC(=S)N1CCc2sccc2C1C (centres undefined),8,-17
Cc1ccccc1Oc1ncnc(N)c1[N+](=O)[O-],38,1

# Ordered by length of the SMILES (low to high): part of the list above.
SMILES,OX1R antag-1,OX1R antag-2
O=C(CN1CCCCCC1)Nc1ccccc1,14,8
O=C1SC(Cc2ccccc2)C(=O)N1c1ccccc1 (centres undefined),22,-21
Cc1ccccc1Oc1ncnc(N)c1[N+](=O)[O-],38,1
CC1(C)CC(NC(=O)C(=O)NCCc2ccc(Cl)cc2)CC(C)(C)N1,-7,-22
COc1ccc(C2=NS(=O)(=O)N(C)C(C(=O)N(C)Cc3ccccc3)=C2)cc1,19,-22
Cc1cc(C)nc(/N=C(\N)Nc2ccc(S(=O)(=O)Nc3nc(C)cc(C)n3)cc2)n1,32,-15
O=C(NCc1nc2ccccc2[nH]1)C1=C[C@H](C2CCCCC2)C[C@H](OCCCCO)O1,5,-29

# Remaining list, next part.
SMILES,OX1R antag-1,OX1R antag-2
CCN(CC)C(=O)C(=O)c1cccn1-c1cccc(OC)c1C#N,8,3
Cc1cc(C)cc(N(C(=O)c2snc(C(N)=O)c2N)C(C(=O)NCC2CCCO2)c2cccs2)c1 (centres undefined),12,-44
CCS(=O)(=O)c1nc(S(=O)(=O)c2ccc(C)cc2)c(N2CCC(O)CC2)s1,8,-22
COc1ccc(NC(=O)Cn2cnc3c(oc4nc5c(cc43)COC(C)(C)C5)c2=O)cc1,12,-2
CCCc1cc(=O)[nH]c(NCc2ccc(Cl)cc2)n1,7,-20
Cc1cccc(N2C(=O)CC(n3ccnc3)C2=O)c1C (centres undefined),20,-27
Cc1ccc(C)c(CN2CCC(CNC(=O)CCc3nnc4ccc(N5CCCCC5)nn34)CC2)c1,12,-19
Cc1onc(-c2ccccc2Cl)c1C(=O)Nc1nnc(-c2cccc([N+](=O)[O-])c2)s1,31,-27
CC(=O)Oc1cc2oc(=O)c3c(c2cc1Cl)CCC3,14,16
N#Cc1ccsc1NC(=O)CCN1CCN(C(c2ccccc2)c2ccccc2)CC1,24,-51
COCCn1c(SCC(=O)NCC2CCCO2)nc2c([nH]c3ccccc32)c1=O (centres undefined),20,-27
Cc1cccc(NC(=O)C2CCN(S(=O)(=O)c3cccc4cccnc34)CC2)c1,8,-18
COc1ccc(S(=O)(=O)N2CCN(C(=O)c3cc4c(s3)CCC4)CC2)cc1,9,-13
CC(C)[C@H](NC(=O)c1ccccc1)C(=O)Nc1cccc(S(=O)(=O)N2CCOCC2)c1,8,-18
CCCN(CC1CC1)C(=S)Nc1ccc(C(C)=O)cc1,13,-16
Cc1cnc(C(=O)OCC(=O)Nc2ccc(OCc3ccccc3)cc2)cn1,6,-2
CCOC(=O)C(=O)NNc1ccccc1C,7,9
CCCn1nc([N+](=O)[O-])c(C(C#N)c2nc3ccccc3s2)c(Cl)c1=O (centres undefined),43,1
Cc1nn(CC(=O)N2CCCCC2)c(=O)c2nn(-c3ccccc3)c(C)c12,3,-15
CC12CCC(C(=O)Nc3ccc(SC(F)F)cc3)(CC1=O)C2(C)C (centres undefined),15,-19
CN1CCN(S(=O)(=O)c2cccc(C(=O)N(C)C(c3ccccc3)c3ccccc3)c2)CC1,17,-38
C=CCn1c(SCC(=O)Nc2cccc(S(=O)(=O)N(C)c3ccccc3)c2)nnc1C1CC1,21,-25
COc1ccc(/C=N/NC(=O)CCn2cnc3ccccc32)cc1,20,-8
COc1ccc(-n2c(SCC(=O)NCc3ccco3)nnc2-c2c[nH]c3ccccc23)cc1,7,-21
O=C(COC(=O)CC1CC2CCC1C2)Nc1ccc(Cl)c(S(=O)(=O)N2CCOCC2)c1 (centres undefined),9,-7
CC(C)Oc1ccc(C2CC(=O)N(c3cccc(/C=C/C(=O)O)c3)C2=O)cc1 (centres undefined),-8,-3
S=C(NCC1CCCO1)Nc1ccc(Cl)c(Cl)c1 (centres undefined),14,-13
O=c1[nH]nc(-c2cccs2)c2ccccc12,8,9
COc1cc(/C=N/NC(=O)/C(=C/c2ccccc2)CCO)ccc1O,24,-4
CCC1Oc2ccc(C)cc2N(CC(=O)N(Cc2cccnc2)Cc2ccc(C)o2)C1=O (centres undefined),15,-40
CCc1[nH]nc2c1C(c1ccncc1)C(C#N)=C(N)O2 (centres undefined),19,-6
NN=C(c1ccccc1)c1ccccc1,13,-23
O=[N+]([O-])c1ccc(C(O)CN2CCN(c3ccccc3)CC2)cc1 (centres undefined),11,-24
CCOc1cccc(-c2c(C(=O)N/N=C/c3ccc(C)o3)nnn2-c2nonc2N)c1,11,4
CC(=O)c1ccc(NC(=O)C(C)NCc2ccc(Cl)cc2)cc1 (centres undefined),13,-14
CC(=O)Cc1nnn(-c2cc(C)on2)n1,4,-8
CCOC(=O)C1(Cc2ccccc2)CCN(C2Cc3ccccc3C2)CC1,18,-44
Cc1cc(-c2ccccc2)nc(=O)[nH]1,2,4
CN(CC(=O)Nc1ccc(F)cc1)C(=O)CN1C(=O)NC2(CCCc3ccccc32)C1=O (centres undefined),2,-13
CCCCCCn1c(SCC(=O)OC)nc2c1c(=O)[nH]c(=O)n2C,8,-25
COc1cccc(CNS(=O)(=O)c2ccc(-n3cnnn3)c(C)c2)c1,23,-1
C/C(=N\NC(=O)COc1c(C)cccc1C)c1cccs1,24,-5
Cc1cccc(CCNS(=O)(=O)c2ccc3c(c2)CCN3C(=O)CCC(=O)O)c1,4,-9
Cc1nn(-c2ccccc2)c(C)c1C(=O)NCCc1ccc(Cl)cc1,38,-22
Clc1ccc(CN(Cc2ccc(Cl)cc2)c2nn[nH]n2)cc1,31,2
Cc1ccc(S(=O)(=O)N2CCN(C(=O)C3=COCCO3)CC2)cc1C,11,0
O=Cc1cn(CC(=O)N2CCCCC2)c2ccccc12,7,-24
COc1cccc(Sc2ccccc2CN(C)C)c1,30,-13
CCOC(=O)c1cccc(C2=CC(=O)CC(C)(C)C2)c1,11,-32
O=C1N/C(=C/c2ccsc2)C(=O)N1c1ccccc1,11,-4

# The list continues:
SMILES,OX1R antag-1,OX1R antag-2
Cc1cc(C(=O)COC(=O)C2CC2)c(C)n1-c1ccc(F)cc1,6,-23
Cc1ccccc1-c1nc(CS(=O)(=O)CC(=O)NCCc2ccccc2)c(C)o1,22,-28
CCn1c(COc2cccc(OC)c2)nnc1SCC(=O)Nc1ccccc1C(=O)OC,20,-10
NC(=O)NC(=O)COC(=O)/C=C/c1cccc(Br)c1,4,0
CN(C)C(=O)COC(=O)c1cccc(S(=O)(=O)N2CC3(C)CC2CC(C)(C)C3)c1 (centres undefined),2,-17
Cc1ccccc1C(=O)NC1CCN(CC(=O)Nc2ccccc2Cl)CC1,-1,-27
Cc1cccc(-n2c(O)c(C=Nc3ccccc3N)c(=O)[nH]c2=O)c1,25,-25
O=C(Oc1cccc(-n2cnnn2)c1)C1CCCCC1,11,-20
O=C(Cn1nc(-c2ccc3c(c2)OCCO3)ccc1=O)Nc1ccc(N2CCOCC2)cc1,22,3
CC(=O)c1cccc(S(=O)(=O)Nc2ccc3nc(C)sc3c2)c1,17,0
CC(C)NC(=O)CSc1nc(Cc2cccs2)nc2ccccc12,10,-41
Cn1c(CNC(=O)CCNC(=O)c2ccccc2)cc(=O)n(C)c1=O,15,-11
Cn1nc(C(=O)Nc2cccc(S(=O)(=O)N3CCOCC3)c2)c2ccccc2c1=O,-8,-4
O=C1CCCc2nc3c(cc21)C(O)Oc1ccccc1-3 (centres undefined),17,-12
O=c1c2[nH]c3ccc(F)cc3c2ncn1CCN1CCN(Cc2ccccc2)CC1,-6,-14
N#Cc1cnn(-c2nc(SCc3ccccc3)nc3sc4c(c23)CCCC4)c1N,13,-26
Cc1cc(C)nc(SCCn2c(N3CC(C)OC(C)C3)nc3c2c(=O)n(C)c(=O)n3C)n1 (centres undefined),10,-11
CCS(=O)(=O)c1ncc(Cl)c(C(=O)Nc2ccc(C)cc2)n1,51,28
Cc1ccc2sc(C)[n+](CCC(C)S(=O)(=O)[O-])c2c1 (centres undefined),6,7
CCn1c(CNC(=O)c2cccc(C)c2)nc2ccccc21,8,-38
Cc1[nH]c2ccc(OC(F)(F)F)cc2c1CCN1C(=O)c2ccc(C(=O)O)cc2C1=O,9,0
C=C(C)Cn1c(SCC(=O)N/N=C/c2ccccc2OCC(=O)O)nnc1-c1ccc(Br)cc1,8,-10
Clc1ccc(OCc2cnc(Cl)s2)cc1,21,7
COc1ccc(-c2cc(C(F)F)n3ncc(C(=O)N4CCCc5ccccc54)c3n2)cc1,24,-23
O=C(Nc1ncc(Cc2cccc(Cl)c2Cl)s1)C1CCCO1 (centres undefined),17,-14
CN(C)S(=O)(=O)c1ccc2c(c1)nc(CCC(=O)NCc1ccc(Cl)cc1)n2C,21,-22
CCOC(=O)[C@H]1[C@H]2COc3cc(OC)ccc3[C@@H]2N2C(=O)c3cc(OC)ccc3NC(=O)[C@@]12C,11,-27
COc1ccccc1NC(=O)CN(c1ccccc1OC)S(=O)(=O)c1ccccc1,76*,-16
Cc1cccc(C)c1NC(=O)CNC(=O)c1cccc(S(=O)(=O)NCc2cccs2)c1,5,4
Cc1ccccc1NCC(=O)N=Nc1c(O)[nH]c2ccc([N+](=O)[O-])cc12,16,5
CCCCc1cc(=O)oc2cc(C)c(CN3CCCC3)c(O)c12,5,5
Cc1ccc(-n2nc3c(c2NC(=O)c2ccc4c(c2)OCO4)CS(=O)(=O)C3)c(C)c1,28,-19
Cc1ccc2c(c1C)NC(=O)CC(c1ccccc1O)=N2,17,-25
Cc1ccc(OCC(=O)Nc2ccc(N3CCN(S(C)(=O)=O)CC3)cc2)cc1C,22,-3
CCC(C)[C@H](NC(=O)Nc1ccc2c(c1)OCCO2)C(=O)O (some centres undefined),4,-19
COc1cccc(-n2nnc3c(=O)n(CC(=O)N4CCC(C)CC4)cnc32)c1,7,-11
CCN(CC)C(=O)CSc1nc(C)cc(-c2cccs2)c1C#N,20,-16
CC(=O)c1cc(F)c(N2CCN(C(=O)COc3ccccc3F)CC2)cc1C,30,-11
CCCCSc1cnn(-c2ccccc2)c(=O)c1SCCCC,2,-25
COC(=O)/C=C1\C(=O)N(c2nc3ccccc3s2)C(=S)N1c1ccc(F)cc1,6,-5
CC(=O)c1ccc(Cl)c(Cl)c1Cl,2,-1
O=C(COc1ccccc1[N+](=O)[O-])Nc1ccc2oc(=O)ccc2c1,2,-1
CSc1nnc(C)c(=O)n1COC(=O)c1cc(Cl)ccc1[N+](=O)[O-],17,-16

# Hits appear at their usual frequency; any-hit rate near 2%.
